# PMI activator: activators of human PMI, primary screen, biochemical, fluorescence intensity, near-Km mannose 6-phosphate; Mannose-6-phosphate isomerase (Homo sapiens), P34949; purified human PMI, coupled resazurin fluorescence, 20 min; hits give high values; 1 = vehicle control, 0 substrate-free wells; activation factor at 20 µM; 0.005% of 190,000 active; AID 1214, 2008;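 active = activation factor of 2 or more at 20 µM, relative to plate controls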
# RAM inhibit: inhibitors of the yeast RAM network, primary screen, dse1pr::URA3 reporter, 5-FOA selection | inhibition, % at 50 µM | S. cerevisiae dse1pr::URA3 reporter, 5-FOA growth OD615, 2 d; analog-sensitive cbk1-as2 kinase mutant strain | AID 868, 2007 | 1.8% of 190,000 active;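 active = inhibition above a set limit, 3 SD over mean compound inhibition, cut at about 8.4% in these data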;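 note: 0% = DMSO-only wells with no growth and 100% = 10 µM 1-NA-PP1 full growth; inhibition rescues growth on 5-FOA so higher OD means more RAM inhibition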
# TLR4-MyD88 BLA: inhibitors of TLR4-MyD88 association in cells, primary screen, cell-based, HeLa CL3-4, BLA complementation, FRET ratio | inhibition, % at 8.4 µM | 0.18% of 200,000 active | HeLa CL3-4 TLR4/MyD88 BLA complementation; in the data active = inhibition above about 25%;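 note: 0% = vehicle and 100% = reference inhibitor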
# S1P3 antag: S1P3 receptor antagonists, primary screen, cell-based; inhibition, % at 4.98 µM; AID 485, 2006; Sphingosine 1-phosphate receptor 3 (Homo sapiens), Q99500; CHO S1P3 NFAT-BLA reporter, FRET fluorescence, antagonist mode; 0.27% of 170,000 active;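 active = inhibition above the plate cutoff, the mean inhibition of test wells on that plate plus 3 SD, cut at about 28% in these data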;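 note: cells challenged with S1P at its EC80 of 0.8 µM; blue over green emission ratio from cleaved BLA substrate after 4 h stimulation; 0% = S1P-stimulated wells and 100% = unstimulated DMSO-only wells; some compounds past the cut are filed as inactive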
# Redox H2O2 prof: compounds producing H2O2 with reducing agent – biochemical, NIH compound library profiling, artefact control for MLSCN library redox annotation, primary screen. DTT-dependent redox cycling H2O2, phenol red/HRP absorbance; 100% = 100 µM peroxide control, 0% = buffer. activation, % at 10 µM. 0.03% of 200,000 active. AID 878, 2007;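 active = activation of at least 50% relative to the plate's high and low controls in the primary single-dose screen; inactive = activation below 50%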;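 note: compound incubated with DTT at 0.8 mM final as the reducing agent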
# L major viab: Leishmania major promastigote growth inhibition, primary screen; AID 1063, 2008; Leishmania major promastigotes, resazurin fluorescence viability; 9% of 200,000 active; inhibition, % at 10 µM;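 note: promastigotes grown with compound for 44 hours at 28 °C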
# G6PDH CS: L. mesenteroides G6PDH inhibitors, counter-screen for G6PDH-coupled screening assays, biochemical, Leuconostoc mesenteroides enzyme | Purified L. mesenteroides G6PDH, diaphorase/resazurin coupled fluorescence, 45 min | inhibition, % at 5 µM | glucose-6-phosphate dehydrogenase [Leuconostoc mesenteroides] | 0.12% of 200,000 active
# Diaph act CS: compounds boosting diaphorase resazurin reduction – biochemical, uHTS, resorufin fluorescence, counter-screen for diaphorase-coupled primary assays, primary screen; AID 1229, 2008; 0.005% of 190,000 active; Diaphorase/resazurin coupled assay, 16 min; hits give high values; 1 = vehicle wells, 0 = NADH-free wells; activation factor at 20 µM;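 active = diaphorase activity raised at least twofold by the compound at 20 µM; inactive = activation factor below 2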
#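 Material: Clostridium kluyveri diaphorase, purified enzyme; Quantity: enzyme 0.07 U/mL final; Medium: HEPES pH 7.4 buffer with MgCl2 and Tween 20; Dosing: single compound dose of 20 µM, 1% DMSO final; Schedule: 16 min reaction at room temperature; Measured by: red resorufin fluorescence at 544/590 nm excitation/emission.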
# Diaphorase inh: diaphorase inhibitors and chemical oxidizers, primary screen, counter-screen for diaphorase-coupled primary assays, biochemical, uHTS, resorufin fluorescence. 0.69% of 190,000 active. AID 1217, 2008. inhibition, % at 20 µM. diaphorase resazurin-to-resorufin fluorescence, NADH, 16 min; bacterial (C. kluyveri) enzyme, not human;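 active = primary screen inhibition at 20 µM above a set limit, cut at about 50% in these data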;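 note: plate controls were DMSO with full reaction for no effect and wells lacking NADH for full effect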
#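 Assay system: diaphorase enzyme from Clostridium kluyveri. Quantity: enzyme working solution with 0.14 U/mL diaphorase. Schedule: reaction incubation of 16 min at room temperature. Technique: resorufin fluorescence, excitation 544 nm, emission 590 nm. Controls: No-NADH positive control and DMSO neutral control.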
# Hsp70 act: Hsp70 transcriptional activators, primary screen, cell-based, HeLa, Hsp70 promoter luciferase, luminescence, 10 µM. HeLa Hsp70 promoter luciferase reporter; scaled: vehicle 0, proteasome-inhibitor control 100%. activation, % at 10 µM. 0.04% of 200,000 active;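 active = activation above the mean across all tested compounds plus 3 SD, cutoff set per campaign, cut at about 5.5% in these data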;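 note: 100% = MG132 at 30 µM as the positive control and 0% = DMSO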
# PMI act satM6P: human PMI activators, high substrate, primary screen, biochemical, fluorescence intensity, near-saturating mannose 6-phosphate | coupled PMI enzyme assay, resazurin fluorescence, 20 min; hits give high values; 1 = untreated enzyme, 0 = substrate-free blank | activation factor at 20 µM | 0.34% of 190,000 active | AID 1216, 2008;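 active = activation factor of 2 or more at 20 µM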
#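 Material: human phosphomannose isomerase with PGI, G6PDH, diaphorase coupling enzymes / Reagent: Man-6-P substrate 1.0 mM / Dosing: single compound dose of 20 µM, 1% DMSO final / Incubation: enzyme reaction with compound 20 min at room temperature / Signal: resorufin fluorescence (Ex 544/Em 590 nm) from resazurin via diaphorase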
# An asterisk follows results filed as active; x = not tested or not shown. Cut-off read from the data, not from the text of the source, unless noted: active = inhibition above about 50%; inactive = the rest.
SMILES,PMI activator,RAM inhibit,TLR4-MyD88 BLA,S1P3 antag,Redox H2O2 prof,L major viab,G6PDH CS,Diaph act CS,Diaphorase inh,Hsp70 act,PMI act satM6P
COc1ccc(/C=N/Nc2ccc([N+](=O)[O-])cc2S(=O)(=O)N2CCN(C)CC2)cc1,0.8,1.5,-8,-7,0.2,10,-16,0.9,11,-0.3,0.9
CCC(=O)Nc1ccc(S(=O)(=O)N2CCc3ccccc3C2)cc1,1,0.9,x,10,-1.4,-3,6,0.9,15,x,0.9
FC(F)(F)c1nc2ccccc2n2c(-c3ccc(Cl)cc3Cl)nnc12,1.1,0.8,5,x,-2.2,8,4,1,-1,0.0,1.1
COC(CNC(=O)CCc1c(C)nc2c(-c3ccc(F)cc3)c(C)nn2c1C)OC,1,2.5,-7,x,-3.0,3,4,1,0,0.1,0.9
CCCCSCCCNC(=O)Nc1ccc(C)c(C)c1,1.1,-0.4,4,-6,-0.3,31,8,1,2,-0.1,1
NC(=O)Cc1c[nH]c2cccc(O)c12,0.9,0.6,-13,2,1.5,-7,42,0.9,8,-0.2,0.6
Cc1ccc(/C=C/C(=O)NCc2cccs2)c(C)c1,0.9,2.4,0,1,0.8,8,14,0.8,23,0.6,0.9
COc1cc(/C=C(\C#N)c2nc3ccccc3[nH]2)ccc1Oc1ccc([N+](=O)[O-])cn1,1,3.4,-3,x,-1.0,42,2,0.8,21,-0.3,0.9
Cc1ccc(C)n1-c1ccc(C(=O)NN)cc1,0.9,2.4,8,7,0.3,-1,-18,0.9,12,-0.5,0.9
COc1ccc(N(CC(=O)Nc2cccc(SC)c2)S(C)(=O)=O)cc1,1,0.7,-2,-14,-2.4,4,15,0.8,19,0.1,0.9
Cc1cc(C)cc(-n2c(C)cc(/C=N/NC(=O)c3ccncc3)c2C)c1,0.8,1.4,-14,15,-2.6,-3,12,0.8,18,-0.1,0.8
Cc1ccc(C(=O)Nc2ccc(CC(=O)O)cc2)o1,0.9,1.8,3,x,0.2,-2,0,0.9,14,0.2,1
O=C(O)Cc1ccc(NC(=O)c2cnccn2)cc1,1.1,-1.1,-13,-6,-0.3,4,5,1.1,-10,0.1,1.1
CCOC(=O)N1CCN(CC(O)COCC2=CCC3CC2C3(C)C)CC1 (stereo not drawn),1,-0.3,-15,-8,-0.4,94*,6,1,2,-0.3,1.1
Cc1ccc2c(c1)N(CC(=O)N1CCc3ccccc3C1)C(=O)CO2,1,4.3,3,-7,-1.2,-12,6,0.9,14,-0.1,0.9
O=C(NCc1ccccc1F)C1CCCN1C(=O)NC1CCCCC1 (stereo not drawn),1,-1.9,9,x,1.2,7,2,1,3,0.1,1.1
O=C(NC(NC(=S)Nc1cccc(Cl)c1)C(Cl)(Cl)Cl)OCc1ccccc1 (stereo not drawn),0.9,5.8,-19,x,-3.8,100*,2,0.8,23,0.7,0.8
COCCn1c(C)cc(C(=O)CSc2nnc3ccccn23)c1C,1,1.6,-12,-4,-2.1,2,0,0.9,9,-0.4,1
COc1cc2[nH]c(=S)n(N(C(C)=O)C(C)=O)c(=O)c2cc1OC,1,0.9,-15,x,0.1,-2,-3,0.9,10,0.2,1.1
O=C(NCc1ccc(F)cc1F)c1cc(COc2c(F)cccc2F)on1,0.9,-0.1,-10,-13,3.7,-1,18,1.1,-8,-0.3,1
O=C1C2CC=C(Cl)CC2C(=O)N1CCc1ccccc1 (stereo not drawn),0.9,-0.6,-4,16,-2.3,-2,-4,0.8,18,0.1,1
COc1ccc(OC)c(Cc2nnc(CCC(=O)N3CCC(N4CCCCC4)CC3)o2)c1,0.9,0.8,-3,4,-0.8,-1,4,1,-3,0.1,0.9
CCOC(=O)c1sc(=S)n(C)c1NC(=O)c1ccccc1C,0.6,3.5,-1,-16,0.2,2,-5,1,4,-0.5,0.9
CCn1nccc1C(=O)Nc1ccc(Cl)c(Cl)c1,1,-1.4,-15,x,30,-1,3,1,-1,-0.4,1
CCCNS(=O)(=O)c1ccc(CCC(=O)N2CCC(C)CC2)cc1,1,-0.3,5,x,0.8,4,13,1.1,-6,0.3,1.1
N#Cc1ccc(-c2csc(NC3=NCCCCC3)n2)cc1,0.9,0.4,-6,-7,0.3,87*,-4,0.8,22,0.1,1
COc1ccc(OC)c(N2Cc3ccccc3C2)c1,1.1,-0.2,5,x,1.7,-2,29,0.9,13,-0.2,0.7
COc1ccccc1CNC(=O)C1CCCN1S(=O)(=O)c1cccc2cccnc12 (stereo not drawn),0.9,0.3,-9,5,-2.1,-3,12,0.8,17,-0.1,1
O=C(O)COc1ccc(/C=N/n2c(COc3ccccc3)nc3ccccc3c2=O)cc1,0.9,13*,4,-11,-0.1,-5,-10,0.8,15,-0.3,1
O=[N+]([O-])c1ccc(O)c(/C=N/Nc2nc3ccccc3[nH]2)c1,1.3,-0.4,14,-6,0.0,100*,9,1,2,-0.1,1.4
C/C(=N\NC(=O)c1ccc(C)cc1C)c1ccc2c(c1)OCO2,1,0.9,10,3,0.0,-1,0,0.9,11,0.0,1
Cc1cccc(Nc2ncnc(N)c2[N+](=O)[O-])n1,1,0.1,-2,-11,-0.2,-5,-2,0.9,13,-0.1,1
Cc1cc(NC(=O)C2CCCN2C(=O)Nc2cccc(Cl)c2)ccc1-n1cnnn1 (stereo not drawn),x,4.5,-13,-5,-0.6,43,3,x,x,-0.1,x
O=C(CN1CCN(Cc2cccc(Cl)c2)C1=O)NCc1ccccn1,1.1,1.0,-16,x,-1.0,-5,-5,1,-5,-0.3,0.9
CC1C(=O)NN=C1C(=O)N/N=C\c1ccc(O)cc1O (stereo not drawn),1,3.0,0,17,-0.1,4,-8,0.9,9,-0.2,1.2
COc1ccc(C(=O)NCC(=O)OCC(=O)NC2CCCC2)cc1,1,1.4,-6,-8,-0.8,-2,13,0.9,10,-0.2,1
CC(Cl)C(=O)c1c[nH]c2ccccc12 (stereo not drawn),1.2,-0.9,1,1,-1.3,6,3,1.1,-5,-0.3,1.1
O=C(Cn1[nH]c(=O)c2ccccc2c1=O)Nc1ccc2c(c1)CCC2,1,6.3,-11,-4,0.0,-3,15,0.9,7,-0.2,1
CN(c1ccc(OCC(=O)OCC(=O)Nc2ccccc2)cc1)S(=O)(=O)c1ccc(F)cc1,0.9,5.9,7,-5,0.1,23,12,0.8,22,-0.5,0.9
CCOC(=O)C1(CCCc2ccccc2)CCN(C(=O)CCN2CCCCC2=O)CC1,1.1,4.1,-13,-24,0.8,-6,8,1,-1,-0.2,1
c1coc(CNc2c3c(nc4ncnn24)CCCC3)c1,1.1,1.0,9,x,-0.5,3,9,1.1,-7,-0.1,1
CCCC(NC(=O)CNC(=O)C(C)(C)C)C(=O)O (stereo not drawn),1,2.1,3,-2,2.4,4,20,1.1,-13,-0.4,1.2
COC(=O)Cc1c(C)nc2nc(-c3ccc(OC)cc3)[nH]n2c1=O,0.9,3.7,10,-9,-0.5,1,13,1,2,-0.2,1
CC(C)=CC(=O)OCC(=O)Nc1ccc(F)cc1Cl,1.1,1.2,-13,-6,1.6,4,0,0.9,6,-0.1,1
COCCn1c(SCC(=O)Nc2sccc2C(N)=O)nnc1-c1ccncc1,1,1.4,-18,-16,-0.2,-3,1,0.9,14,-0.3,0.9
Cc1ccc(/C=C2\SC(=S)N(CCCC(=O)Nc3nccs3)C2=O)cc1,1,5.1,-11,3,0.4,4,-31,1.1,-6,-0.3,1
C=CCNC(=S)N/N=C/c1ccc(C)c([N+](=O)[O-])c1,1,3.5,1,14,-0.7,0,0,0.9,11,-0.3,1

# Five entries out of the list above, sorted by the value under S1P3 antag, high to low.
Compound,S1P3 antag
C=CCNC(=S)N/N=C/c1ccc(C)c([N+](=O)[O-])c1,14
CCCC(NC(=O)CNC(=O)C(C)(C)C)C(=O)O (stereo not drawn),-2
CC(C)=CC(=O)OCC(=O)Nc1ccc(F)cc1Cl,-6
Cc1cccc(Nc2ncnc(N)c2[N+](=O)[O-])n1,-11
O=C(NCc1ccc(F)cc1F)c1cc(COc2c(F)cccc2F)on1,-13

# 3 of the compounds above, bar-delimited:
SMILES | PMI activator | RAM inhibit | TLR4-MyD88 BLA | S1P3 antag | Redox H2O2 prof | L major viab | G6PDH CS | Diaph act CS | Diaphorase inh | Hsp70 act | PMI act satM6P
CN(c1ccc(OCC(=O)OCC(=O)Nc2ccccc2)cc1)S(=O)(=O)c1ccc(F)cc1 | 0.9 | 5.9 | 7 | -5 | 0.1 | 23 | 12 | 0.8 | 22 | -0.5 | 0.9
C/C(=N\NC(=O)c1ccc(C)cc1C)c1ccc2c(c1)OCO2 | 1 | 0.9 | 10 | 3 | 0.0 | -1 | 0 | 0.9 | 11 | 0.0 | 1
Cc1ccc(/C=C2\SC(=S)N(CCCC(=O)Nc3nccs3)C2=O)cc1 | 1 | 5.1 | -11 | 3 | 0.4 | 4 | -31 | 1.1 | -6 | -0.3 | 1

# Compounds were not picked by outcome (roughly 12% active in at least one column).
